From PubChem
CHO-K1 Ca antag – nonselective inhibitor or artifact in parental CHO-K1 cells; ATP-induced calcium, Fluo-8 fluorescence; inhibition, % at 3 µM; 360,000 compounds, 0.6% hits; AID 602250;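 active = inhibition above a per-plate cutoff, the plate's mean sample inhibition plus 3 SD, cut at about 24% in these data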;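 also: 0% = DMSO plus EC80 ATP and 100% = DMSO alone without ATP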
CHO-K1 Ca ag – counter-screen for M1 agonists: effect in parental CHO-K1 cells; Fluo-8 calcium fluorescence; scaled to maximal ATP response, vehicle zero; activation, % at 3 µM; 360,000 compounds, 0.48% hits; in the data active = activation above about 15%;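 also: untransfected CHO-K1 host cells lacking M1 receptor as counterscreen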
TAAR1 antag – human TAAR1 antagonists, primary screen, Fluo-8 calcium fluorescence, CHO RD-HGA16 cells; Trace amine-associated receptor 1 (Homo sapiens), Q96RJ0; antagonist; inhibition, % at 3 µM; 360,000 compounds, 1.5% hits;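 active = inhibition above a per-plate cutoff, the mean inhibition of test compounds on that plate plus 3 SD, cut at about 49% in these data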;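 also: 0% = DMSO plus EC80 beta-PEA response and 100% = DMSO alone without agonist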
Target sequence (Q96RJ0 whole entry, looked up): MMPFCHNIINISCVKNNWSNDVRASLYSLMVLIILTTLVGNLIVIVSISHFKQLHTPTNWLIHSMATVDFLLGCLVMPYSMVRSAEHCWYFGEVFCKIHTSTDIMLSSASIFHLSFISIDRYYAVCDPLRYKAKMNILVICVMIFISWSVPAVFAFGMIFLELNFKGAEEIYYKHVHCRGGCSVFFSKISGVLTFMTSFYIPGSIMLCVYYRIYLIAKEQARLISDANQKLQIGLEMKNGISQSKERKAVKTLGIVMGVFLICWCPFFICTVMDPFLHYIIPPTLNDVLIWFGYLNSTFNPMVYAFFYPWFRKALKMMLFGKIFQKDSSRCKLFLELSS
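test system = CHO RD-HGA16 cells bearing hTAAR1 | replication = singlicate | controls = DMSO-only wells and EC80 β-PEA-stimulated wells | reagent = EC80 β-phenethylamine stimulus | read-out basis = percent inhibition of PEA-evoked calcium signal, max/basal emission ratio | schedule = seeding 17-24 h prior, 75-min 37 °C, 30-min RT dye loading | signal = kinetic Fluo-8 calcium fluorescence measurement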
V1aR counter – agonists of human V1a receptor, primary screen, counter-screen for OXTR agonist project, fluorescence, CHO-V1R cells. Fluo-8 calcium fluorescence, agonist mode; 0% DMSO, 100% 3 nM vasopressin. activation, % at 3 µM. 320,000 compounds, 0.25% hits;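 active = activation above the mean activation of all tested compounds plus 3 SD, per screening run, cut at about 20% in these data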;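 also: signal is peak over basal fluorescence ratio across a 100 second FLIPR read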
OXTR agonist – human OXTR agonists, primary screen, fluorescence, CHO-OTR cells, Fluo-8 calcium | Oxytocin receptor (Homo sapiens), P30559 | 320,000 compounds, 0.32% hits | activation, % at 3 µM | Fluo-8 calcium fluorescence; normalized: DMSO 0%, oxytocin 100%;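 active = activation above the mean of all tested compounds plus 3 SD, cutoff set per screening run, cut at about 20% in these data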;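 also: peak over basal fluorescence ratio from a 100 s FLIPR kinetic read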
Target sequence (P30559 whole entry, looked up): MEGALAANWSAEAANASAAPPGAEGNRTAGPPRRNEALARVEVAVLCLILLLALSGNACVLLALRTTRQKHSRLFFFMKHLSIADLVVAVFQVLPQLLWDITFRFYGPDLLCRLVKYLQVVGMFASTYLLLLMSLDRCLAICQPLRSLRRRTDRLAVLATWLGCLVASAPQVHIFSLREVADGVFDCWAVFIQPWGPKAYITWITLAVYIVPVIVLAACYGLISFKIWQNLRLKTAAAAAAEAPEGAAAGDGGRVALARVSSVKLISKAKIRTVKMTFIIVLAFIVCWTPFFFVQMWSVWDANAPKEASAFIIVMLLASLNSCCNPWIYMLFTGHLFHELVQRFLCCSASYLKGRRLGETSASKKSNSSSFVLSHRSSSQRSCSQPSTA
GPR7 antag – GPR7 receptor antagonists, primary screen, cell-based, fluorescence, single concentration | Neuropeptides B/W receptor type 1 (Homo sapiens), P48145 | GPR7-expressing cells, fluorescence antagonist assay | inhibition, % at 4.4 µM | 290,000 compounds, 1.1% hits | AID 1861, 2009; in the data active = inhibition above about 16%, passing the limit was not always enough;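 also: cells stimulated with the agonist NPW; 0% = agonist with vehicle and 100% = vehicle without agonist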
Target sequence (P48145 whole entry, looked up): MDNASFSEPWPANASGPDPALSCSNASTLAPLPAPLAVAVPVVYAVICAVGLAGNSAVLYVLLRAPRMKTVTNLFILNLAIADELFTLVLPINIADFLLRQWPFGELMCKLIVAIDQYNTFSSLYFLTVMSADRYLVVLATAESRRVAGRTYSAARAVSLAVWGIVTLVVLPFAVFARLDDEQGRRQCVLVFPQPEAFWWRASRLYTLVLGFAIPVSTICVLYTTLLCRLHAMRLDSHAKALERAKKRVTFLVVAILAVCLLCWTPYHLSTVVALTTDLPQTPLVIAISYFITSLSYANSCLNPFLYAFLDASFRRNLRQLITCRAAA
CHO parental Ca – ATP-evoked calcium signal inhibitors, parental CHO, primary screen, counter-screen for OX1R antagonist project, cell-based, fluorescence, Fluo-8 calcium dye; 330,000 compounds, 0.63% hits; inhibition, % at 5.6 µM; AID 463079, 2010; parental CHO-K1, ATP-induced calcium, Fluo-8 fluorescence;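 active = inhibition above that plate's mean sample inhibition plus 3 SD, cut at about 26% in these data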;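 also: 0% = ATP-challenged DMSO wells and 100% = DMSO wells without ATP; some compounds past the cut are filed as inactive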
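Assay system: untransfected parental CHO cell line. Also added: ATP agonist challenge. Dosing: one dose, 5.6 µM nominal. Measured by: Fluo-8 fluorescence. Read-out: % inhibition. Benchmarks: ATP wells versus no-ATP DMSO wells. Repeats: no replicates.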
M1 PAM parental – nonselective calcium activators in parental CHO-K1 cells, primary screen, counter-screen for M1 PAM project, cell-based, Fluo-8 calcium fluorescence, full deck, 1536-well | ATP EC20; 0% at ATP EC20, 100% at ATP max | activation, % at 3 µM | 360,000 compounds, 0.02% hits | AID 602247, 2012;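 active = activation above the run cutoff, the mean activation of all test compounds plus 3 SD, cut at about 40% in these data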;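 also: peak over basal fluorescence ratio in a 140 s read after ATP addition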
OXTR potentiate – human OXTR potentiators, primary screen, fluorescence, CHO-OTR cells, Fluo-8 calcium. 320,000 compounds, 0.061% hits. AID 2445, 2010. Oxytocin receptor (Homo sapiens), P30559. Fluo-8 calcium fluorescence, potentiator mode; 0% = oxytocin EC15, 100% = EC100. activation, % at 3 µM;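 active = activation above that plate's cutoff, the mean activation of tested compounds plus 3 SD, cut at about 6.6% in these data, passing the limit was not always enough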;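 also: 100% uses oxytocin at 75 nM as the full agonist control; some results filed as inactive read as strong as hits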
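Material: CHO-OTR cells, human receptor; compound dosing: single dose, 3.0 µM nominal final compound concentration; schedule: 6 min compound pre-incubation at room temperature, 100 s kinetic read; measured by: kinetic Fluo-8 calcium fluorescence; read-out basis: % activation vs EC15 and EC100 oxytocin; controls: EC15 oxytocin alone as 0%, 75 nM oxytocin as 100%; replicates: singlicate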
Numbers without * were called inactive; · = no result given.

SMILES	CHO-K1 Ca antag	CHO-K1 Ca ag	TAAR1 antag	V1aR counter	OXTR agonist	GPR7 antag	CHO parental Ca	M1 PAM parental	OXTR potentiate
COc1ccc(C(=O)O/N=C(\N)c2ccccc2)cc1	-15	1.4	-10	0.5	-0.3	-3	-2	7	-2
CCN1CCN(Cc2c(O)ccc3c(=O)c(-c4ccc(OC)c(OC)c4)c(C)oc23)CC1	-22	-0.2	-21	0.3	1.9	4	-7	6	-2
N#Cc1ccccc1S(=O)(=O)N1CCN(S(=O)(=O)c2ccc(Br)c(C(=O)O)c2)CC1	-2	0.1	2	0.4	-1.0	1	5	8	-15
O=C(CSc1ccc(Cl)cc1)Nc1cccc(NC(=O)c2ccco2)c1	-24	7.5	13	2.0	2.9	4	-27	6	-8
Cc1cccc(CN2CCN(C(=O)c3ccccc3F)CC2)c1	-1	0.0	15	-0.3	-1.0	-6	-8	10	-5
C(=N\N1CCN(C2c3ccccc3-c3ccccc32)CC1)/c1ccncc1	-7	6.7	3	1.4	0.0	8	-15	18	-5
CCN1CCCC1CNC(=O)C1CCN(Cc2nc(-c3cccc(Br)c3)oc2C)CC1 (stereo not drawn)	14	0.1	·	-0.5	-0.4	-11	-11	-7	-3
CCOC(=O)C1=C(C)NC(=NC)SC1c1ccccc1 (stereo not drawn)	-1	5.7	3	-0.1	-2.2	2	-19	9	-8
CC[C@@H](C)[C@H](NC(=O)OCc1ccccc1)c1nnc([C@@H](NC(=O)OCc2ccccc2)[C@@H](C)CC)o1	-16	0.3	48	5.0	6.8	·	-14	18	-12
CCOC(=O)C1=CN(Cc2cccc(F)c2)S(=O)(=O)N(C)C1c1cccc(OC)c1 (stereo not drawn)	-14	1.3	14	·	·	·	-14	21	·
CC(C)(C)C(=O)NC1CCN(S(C)(=O)=O)CC1	-14	0.2	-15	1.1	1.8	-10	2	9	-2
O=C(CCC(=O)OCc1ccc([N+](=O)[O-])cc1)Nc1ccccc1Cl	-9	0.3	4	1.1	0.8	-4	-2	19	-5
CCOC(=O)c1cn(CC(=O)Nc2ccc(C)cc2)nn1	-7	0.2	13	-0.2	0.7	-6	-5	8	0
COC(=O)C1=CN(Cc2ccc(OC)c(OC)c2)C=C(C(=O)OC)C1c1ccccc1F	-13	0.3	-32	·	·	-12	·	25	·
O=C(Cc1cccs1)Nc1ccc(Cl)cc1	-6	0.1	-9	-1.0	-0.2	-10	-2	15	0

Profiles from above. Values in the order: CHO-K1 Ca antag, CHO-K1 Ca ag, TAAR1 antag, V1aR counter, OXTR agonist, GPR7 antag, CHO parental Ca, M1 PAM parental, OXTR potentiate
Entry for O=C(CSc1ccc(Cl)cc1)Nc1cccc(NC(=O)c2ccco2)c1 = -24, 7.5, 13, 2.0, 2.9, 4, -27, 6, -8
Entry for O=C(Cc1cccs1)Nc1ccc(Cl)cc1 = -6, 0.1, -9, -1.0, -0.2, -10, -2, 15, 0
Entry for N#Cc1ccccc1S(=O)(=O)N1CCN(S(=O)(=O)c2ccc(Br)c(C(=O)O)c2)CC1 = -2, 0.1, 2, 0.4, -1.0, 1, 5, 8, -15
Entry for CCN1CCN(Cc2c(O)ccc3c(=O)c(-c4ccc(OC)c(OC)c4)c(C)oc23)CC1 = -22, -0.2, -21, 0.3, 1.9, 4, -7, 6, -2
Entry for O=C(CCC(=O)OCc1ccc([N+](=O)[O-])cc1)Nc1ccccc1Cl = -9, 0.3, 4, 1.1, 0.8, -4, -2, 19, -5

Further records follow:
SMILES	CHO-K1 Ca antag	CHO-K1 Ca ag	TAAR1 antag	V1aR counter	OXTR agonist	GPR7 antag	CHO parental Ca	M1 PAM parental	OXTR potentiate
COC(=O)C1=C(CS(=O)(=O)c2ccc(OC)cc2)NC(=O)NC1c1ccccc1 (stereo not drawn)	0	0.3	-5	-0.4	0.7	18	-4	6	-1
CSCC(=O)N1CCCC(CNC(=O)c2ccccc2Cl)C1 (stereo not drawn)	1	1.6	-7	-0.2	0.1	0	-2	-3	-14
CCCc1nnc(SCC(=O)O)n1CC	-18	2.5	-11	-0.7	1.2	2	1	23	5
COc1ccccc1C=NN=C(NN=Cc1ccccc1OC)NN=Cc1ccccc1OC	4	6.0	52*	·	·	·	·	23	·
COC(=O)CCC(=O)OC1(C)C(=O)C=C2C=C(C3CC3)N(Cc3ccc(OC)cc3)C=C2C1=O (stereo not drawn)	3	-0.2	7	-0.1	1.3	·	-16	-2	-1
CC(C)Cc1nc2sc3c(NCc4ccco4)ncnc3c2c2c1COC(C)(C)C2	-7	0.3	2	0.3	-1.6	-10	-17	20	-12
COC(=O)c1ccc(Cl)c(NC(=O)CN2CCOCC2)c1	-9	0.3	-9	0.8	0.7	-1	-6	4	-17
O=C(CSc1ccc(-c2ccc(F)cc2)nn1)N1CCCCC1	-11	5.0	·	-0.1	-1.0	-9	-14	27	-5
CC(=O)Nc1ccc(S(=O)(=O)c2c(N)n(CCN3CCOCC3)c3nc4ccccc4nc23)cc1	11	0.1	-27	0.4	1.2	-12	-12	-7	0
N/C(Cc1cccc2ccccc12)=N\OC(=O)COc1ccccc1	-4	-0.1	9	0.7	-0.7	-8	-11	15	1
Fc1ccccc1CSc1ncnc2c1ncn2C1CCCCO1 (stereo not drawn)	6	-0.7	-20	·	·	·	·	-11	·
Cc1cc(Cl)ccc1C(=O)C1CCCN(C(=O)CN2CCOC2=O)C1 (stereo not drawn)	0	0.6	-8	·	·	-9	·	13	·
CC(O)c1ccc(Oc2cnccn2)cc1 (stereo not drawn)	1	0.4	-1	0.5	-0.2	-12	3	-5	-10
CCN(Cc1ccncc1)C(=O)CCc1nnc(CCc2ccc(OC)cc2)o1	-7	4.9	-7	-0.1	0.1	-5	1	21	-1
CN1C(=O)c2ccccc2N(C)C1c1ccccc1Cl (stereo not drawn)	-13	1.4	-6	-1.5	-2.4	-17	-8	17	-5
CC(NC(=O)c1cc(-c2cccs2)on1)c1ccccc1 (stereo not drawn)	-20	1.4	40	1.2	17	1	1	25	-7
O=C(CSc1nnc(CNC(=O)c2ccccc2)o1)NCc1ccccc1Cl	-7	2.1	-6	0.9	-0.7	-14	-17	15	-2
CC1(c2ccccc2)NC(=O)N(CC(=O)Nc2cccc(/C=C/c3ccccn3)c2)C1=O (stereo not drawn)	2	3.7	50*	-0.1	-0.8	·	-29	-4	-8
CCOC(=O)N/N=C1\CC(C)CC(C)(C)C1 (stereo not drawn)	-3	1.0	-8	0.2	-1.6	-9	-2	14	-3
O=C(NCc1ccc(Cl)c(Cl)c1)c1cc(C2CCCCN2C(=O)C2CCCCC2)on1 (stereo not drawn)	-4	-0.1	-61	·	·	·	·	9	·
O=C(C1CC1)N1N=C(c2ccccc2)CC1(O)C(F)(F)F (stereo not drawn)	-16	0.2	17	-0.8	-1.5	-5	0	23	2
CCc1c(C(=O)NNC(=O)Nc2ccc3c(c2)OCO3)csc1C	-7	0.7	-10	·	·	-10	·	9	·
Cc1ccc(S(=O)(=O)N(C)c2ccccc2)cc1	-3	0.1	6	-1.6	-2.4	5	-18	19	-8
O=C(Nc1cccc(OC(F)(F)F)c1)C1Cc2c(-c3ccco3)ccnc2O1 (stereo not drawn)	4	0.3	0	·	·	·	·	-13	·
CC(=O)Nc1ccc2c(c1)nc1n2CCOC1	-13	0.2	10	8.8	0.2	1	7	12	-4
CCOC(=O)[C@@H]1CSCCS(=O)(=O)N1Cc1ccccc1Br	5	-0.2	9	·	·	·	·	-9	·
Nc1ccn([C@@H]2O[C@H](CNCc3ccc(-c4cc(C(F)(F)F)ccc4Cl)o3)[C@@H](O)[C@H]2O)c(=O)n1	2	0.1	-19	·	·	·	·	22	·
CCN1CCN(c2ccc(S(=O)(=O)N3CCCCC3)cc2NC(=O)c2cccc(F)c2)CC1	-2	1.3	-24	1.5	1.6	·	-16	5	1
Cc1cc(C(=O)N2CCN(c3ccccn3)CC2)no1	-12	0.0	11	0.2	-0.6	-4	-8	7	-5
CCOc1cccc(CN2CCN(CCc3ccccc3)C(CCO)C2)c1O (stereo not drawn)	-4	-0.3	-12	-1.0	-0.1	-1	-11	-13	-6
CSc1ccc(/C=N/S(=O)(=O)c2ccccc2)cc1	1	3.1	-7	0.2	0.8	-18	2	5	-1
Cc1ccc(S(=O)(=O)N2CCC(C(=O)Nc3ncccc3O)CC2)cc1	-16	-0.1	-18	0.7	1.4	·	-2	9	-7
CCOC(=O)N1CCC(N(CCN(C)C)C(=S)Nc2ccc(OCC)cc2)CC1	·	·	-18	0.2	-0.6	-14	-11	·	0
CC(C)c1cc(C(=O)N2CCCC(CCC(=O)NCc3ccccc3F)C2)n(C)n1 (stereo not drawn)	-9	6.7	-24	3.2	4.0	3	-6	5	-3
Cc1ccc(NC(=O)CSc2nncn2-c2ccccn2)cc1Cl	-5	0.8	0	1.3	-0.4	-1	-9	-8	-4
CC12CCC(=O)N1C(C(=O)Nc1ccccc1N1CCCC1)CS2 (stereo not drawn)	-11	1.0	-15	·	·	·	·	19	·
CCC(=O)Nc1ccc(S(=O)(=O)NC[C@H]2O[C@@H](n3cc(C)c(=O)[nH]c3=O)C[C@@H]2O)cc1	-18	1.2	-3	·	·	·	·	16	·
O=C(NCc1ccco1)c1cccc2c(-c3ccc(F)c(F)c3)coc12	-2	0.7	10	·	·	·	·	9	·
CCn1cc(Br)c(C(=O)Nc2ccc(Cl)cc2Cl)n1	-6	-0.2	4	-1.2	-1.1	-9	-20	5	-3
c1ccc(Cn2nnc3c(N4CCN(Cc5ccc6c(c5)OCO6)CC4)ncnc32)cc1	-10	2.1	22	0.0	-1.5	-5	7	9	-10

No enrichment for hits, and some 3.5% of all compounds hit somewhere here.
